# High-throughput results as filed in PubChem.
# miR122 inh = blocks miR-122 activity in Huh7 sensor cells | Huh7 miR-122 Renilla luciferase sensor, 48 h; neutral wells = 0, positive control = 100 | 0.3% of 340,000 active | activation (reporter increase), % at 12.5 µM;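 active means mean replicate activation score at least 90 and every replicate individually at or above 90; inconclusive means only one of the two criteria met; inactive means neither criterion met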;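 further: higher luciferase means less miR-122 activity so hits act as miR-122 inhibitors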
# DENV2 CPE = protects cells from dengue virus 2 cytopathic effect; DENV2-infected cells, cytopathic effect rescue, plate reader; CPE inhibition, % at 9.99 µM; 1.7% of 350,000 active; in the data active means CPE inhibition above about 20%, passing the limit was not always enough; inconclusive means no clear call, values can overlap the other calls; tested in BHK-21 cells;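 further: 0% = median of neutral control wells and 100% = median of positive control wells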
# F508del corr = CFTR F508del correction in bronchial cells. CFBE cells, YFP halide quenching; stimulated with forskolin plus potentiator P3; % fluorescence drop versus neutral controls. activity (quench increase), % at 7.58 µM. 0.36% of 350,000 active. AID 720511;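 active means mean added fluorescence quench of at least 8% versus neutral control, with both replicates also reaching 8%; inconclusive means only one of the mean or replicate conditions met; inactive means mean below 8% and not both replicates reaching 8%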;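 further: cells transiently co-express mutant CFTR-F508del with the halide-sensitive YFP; corrector assay measuring rescue of mutant channel to the surface after 24 h compound exposure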
# INS-1E GSIS act = GLuc luminescence reporter in INS-1E cells, primary screen for activators of glucose-dependent secretion of insulin; INS-1E GLuc reporter insulin secretion, 2-3 h; 0.61% of 370,000 active; activation, % at 16.6 µM; AID 743287;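 active means lowest replicate activation of at least 40%, so every replicate reaches that level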;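 further: 0% = median of neutral control wells and 100% = median of IBMX positive control wells; some compounds called inactive have numbers as strong as hits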
# FN deposit inh = fibronectin deposition inhibition | AH1F fibroblasts, Alexa488-fibronectin deposition fluorescence, overnight | inhibition, % at 12.6 µM | 0.086% of 350,000 active | AID 743247;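 active means mean inhibition across replicates of 30% or more, regardless of how many single replicates reach that level; inconclusive means mean under 30% yet at least half of replicates reach 30%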;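 further: positive control wells lacked labelled fibronectin entirely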
#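 Material: AH1F fibroblast monolayer depositing Alexa488-labelled fibronectin into matrix | Input: 10000 AH1F cells/well | Medium: DMEM plus 2% serum, read in PBS | Reagent: Alexa488-fibronectin, 24 nM final in well | Compound dosing: One dose per compound, pinned | Schedule: 1 h adhesion, overnight exposure | Measured by: Fluorescence at 485 nm excitation, 525 nm emission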
# PAX8 inh HTS = inhibitors of PAX8 transcriptional activity in RMG-I cells; 1.2% of 360,000 active; RMG-I TPO-luciferase reporter, SteadyGlo, 24 h; inhibition, % at 12.6 µM;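 active means mean replicate inhibition at least 60% with every replicate also reaching 60%; inconclusive means only one of the two criteria is met; inactive means mean below 60% and not all replicates reaching 60%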;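 further: luciferase light reporting Pax8 driven TPO promoter activity; plate controls were median of neutral control wells for no effect and mitoxantrone controls for full effect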
# EWS-Fli block = EWS/Fli transcriptional activity inhibition | A673 NR0B1-luciferase reporter, viability-normalised | AID 651661 | 0.67% of 350,000 active | inhibition, % at 12.6 µM;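 active means mean inhibition of at least 50% after viability correction, with every replicate also passing that limit; inconclusive means mean reaches 50% but only one of two replicates passes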;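 further: firefly luciferase signal divided by Alamar Blue viability fluorescence both relative to DMSO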
# Active calls of the source: *; ? = inconclusive; . = no result given; & = joins results of further samples; [ ] = remark or other dose.
SMILES,miR122 inh,DENV2 CPE,F508del corr,INS-1E GSIS act,FN deposit inh,PAX8 inh HTS,EWS-Fli block
COCC(=O)Nc1ccc2c(c1)OC[C@@H](C)N(Cc1cccc(F)c1)C[C@H](C)[C@H](OC)CN(C)C2=O,.,35*,-1.5,-12,4,.,-5
O=C(Nc1ccc2c(c1)OCCO2)c1ccccc1Cl,-3,-3,-1.9,10,4,-120,5
C/C=C/c1ccc2c(c1)O[C@H](CN(C)C(=O)Nc1ccc(C(F)(F)F)cc1)[C@@H](C)CN([C@@H](C)CO)S2(=O)=O,46[16.7 µM],11,2.7,-10,6,.,22
CO[C@@H]1CN(C)C(=O)c2cc(NS(C)(=O)=O)ccc2OC[C@@H](C)NC[C@H]1C,.,-9,1.4,13,0,10,-4
O=C(Nc1ccccc1Cl)OCC#CCOC(=O)Nc1ccccc1Cl,.,-10,4.2,-1,4,6,-2
C[C@@H]1CCCCO[C@@H](CN(C)C(=O)Cc2ccccc2)[C@H](C)CN([C@H](C)CO)C(=O)c2cc(NS(=O)(=O)c3cccs3)ccc2O1,-3[16.7 µM],61*,2.0,-9,.,-11,-12
Cc1cccc(-n2c(CNC(=O)c3ccc(S(=O)(=O)N4CCCCC4)cc3)n[nH]c2=S)c1,-3,15,0.7,5,-3,19,-2
CC(C)(C)c1ccc(/C=C/C(=O)Nc2ccncc2)cc1,.,.,.,-38,6,-72,.
CC1CCN(Cc2nnnn2CCCC(=O)NC(c2ccccn2)C(F)(F)F)CC1 (stereo not given),-6,-3,1.2,-4,.,11,3
CN(C)C(=O)[C@@H]1[C@@H](CO)[C@@H]2Cn3c(ccc(-c4ccccc4F)c3=O)[C@H]1N2C(=O)c1ccccc1,.,-13,.,10,.,.,-4
CCNC(=O)C1CC(=O)N(CCCc2ccccc2)C(=Nc2ccccc2)S1 (stereo not given),.,-3,-1.0,.,0,-24,-1
CSc1nc2cc(C)nn2c(-c2ccccc2Cl)c1C#N,.,-5,0.4,18,-1,7,17
COc1cc(CN2CCN(Cc3ccccc3C(F)(F)F)CC2)cc(OC)c1OC,5,-2,3.1,-4,5,10,16
COc1ccc([C@H]2CC(=O)C=C(c3ccc4c(c3)OCO4)C2)cc1OC,.,-2,0.8,10,1,-1,3
Cc1ccc(C(=O)NCc2ccc3c(c2)CCO3)cc1C,.,-3,0.8,-1,-5,-55,-72
CCN1C(=O)/C(=C/N(C)C)c2ccccc21,2,.,.,.,4,34,.
C=C(C(=O)c1ccccc1)C(c1ccccc1)C(C)C(=O)c1ccccc1 (stereo not given),.,.,.,-8,13,53,.
COc1ccc(-c2cnc3c(c2)C(=O)N([C@H](C)CO)C[C@@H](C)[C@@H](CN(C)C(=O)CN(C)C)O3)cc1,0[16.7 µM],-2,0.2,18,-8,.,-7
CC(O)CC(C)O (stereo not given),-4,17,0.6,-4,.,.,-4
CCOc1ccccc1CNC(=O)c1ccc(NC(=O)C2=C(C)OCCS2)cc1,-3,-6,0.0,.,2,-10,-11

# Continued (3 carried over from the part before).
SMILES,miR122 inh,DENV2 CPE,F508del corr,INS-1E GSIS act,FN deposit inh,PAX8 inh HTS,EWS-Fli block
COc1ccc(-c2cnc3c(c2)C(=O)N([C@H](C)CO)C[C@@H](C)[C@@H](CN(C)C(=O)CN(C)C)O3)cc1,0[16.7 µM],-2,0.2,18,-8,.,-7
CC(O)CC(C)O (stereo not given),-4,17,0.6,-4,.,.,-4
CCOc1ccccc1CNC(=O)c1ccc(NC(=O)C2=C(C)OCCS2)cc1,-3,-6,0.0,.,2,-10,-11
COC(=O)C1N[C@@H]([C@@H](NC(=O)COc2ccccc2)C(=O)NCc2ccc(OC)cc2)SC1(C)C (stereo not given in full),-7,14,0.9,-5,1,-11,-1
Cc1ccc(CNC(=O)Nc2ccc(OC(F)(F)F)cc2)n1C,1,11,3.0,-22,-10,-7,2
CN(CC(=O)Nc1ccccc1Cl)CC(=O)Nc1c(F)cccc1F,4,0,1.0,14,21,-4,9
O=C1c2ccccc2C(=O)N1OCc1ccccc1,-3,.,.,.,-10,2,.
COc1ccc(NC(=O)N(C)C[C@H]2OCCCC[C@H](C)Oc3ccc(NC(=O)Nc4ccc(C(F)(F)F)cc4)cc3C(=O)N([C@@H](C)CO)C[C@H]2C)cc1,1[16.7 µM],0,0.6,-15,.,-7,2
CC(C)NC(=O)Nc1cccc2c1O[C@@H](CN(C)Cc1ccccc1)[C@H](C)CN([C@@H](C)CO)C2=O,7[16.7 µM],-4,1.4,-6,-3,8,0
Cc1cc2c(cc1C)C(=O)C(=O)N2,.,11,-2.7,.,8,.,23
Cc1ccc(OCC(=O)Oc2ccc(C)c(C)c2)cc1,.,9,-2.0,28,-3,-7,6
Cc1c(Cl)c(=O)n2c(=O)c(Cl)c(C)n12,1,-4,0.1,-7,11,4,-9
CCc1nc2c(OCc3ccc(F)c(F)c3)cccn2c1N(C)C(=O)c1ccc(OC)cc1,-8,4,-2.0,-11,0,0,10
O=C(Nc1ccc(Cl)cc1)N[C@@H]1CC[C@@H](CCNC(=O)c2cc(Cl)cc(Cl)c2)O[C@H]1CO,.,12,-1.3,-11,11,12,-10
CCOC(=O)/C=C/C(=O)Nc1ccc(S(=O)(=O)Nc2nccs2)cc1,-1,2,-4.9,-5,-4,-4,-2
Cc1cccc(-n2c(Cc3ccccc3)n[nH]c2=S)c1,-1,-3,3.6,-4,-2,-7,9
COc1cc(NC(=O)CN2C(=O)NC3(CCOc4ccccc43)C2=O)cc(OC)c1 (stereo not given),-5,?,-0.4,-6,0,17,-1
C[C@H](CO)N1C[C@H](C)[C@@H](CN(C)C(=O)Nc2ccc3c(c2)OCO3)Oc2ccc(NC(=O)CCC(F)(F)F)cc2CC1=O,0[16.7 µM],-5,0.6,0,.,-16,-1
Cc1ccc(F)cc1-c1cc(C(=O)NCc2cc(C(F)(F)F)cc(C(F)(F)F)c2)[nH]n1,-6,-5,0.1,-5,7,6,-4
CC(C)(C)NC(=O)COC(=O)c1ccc(Cl)cc1O,-2,3,-0.6,13,2,-14,3
CCCN(CC(=O)Nc1ccccc1C)C(=O)CCCNC(=O)c1ccc(Cl)cc1,-1,-2,-0.1,-10,4,14,0
Cc1ccc(S(=O)(=O)NNC(=O)c2ccc(NC(=O)C3CC3)cc2)cc1,4,-7,-1.2,-2,8,-9,0
CN(Cc1ccco1)C(=O)c1ccc(OC2CCN(Cc3ccccn3)CC2)cc1,.,0,-0.9,4,14,2,6
O=C(CC1C(=O)NCCN1Cc1ccccc1C(F)(F)F)NCCn1cccn1 (stereo not given),14,-1,1.9,4,.,15,-9
COc1ccc(CN(C)C(=O)c2ccc(COc3ccccc3)cc2)c(OC)c1,5,?,1.5,-14,6,6,15
O=C1CC(C(=O)N2CCc3ccccc32)CN1c1cccc(C(F)(F)F)c1 (stereo not given),.,-4,-3.8,-7,6,13,7
CCCc1nc(-c2cc3ccccc3[nH]c2=O)no1,-3,-1,0.3,3,3,-6,7
CNC(=O)C[C@H]1CC[C@@H]2[C@H](COc3ccc(NC(=O)c4cccc(F)c4)cc3C(=O)N2C)O1,-1&1[16.7 µM],5&3,-0.8&-2.7,-10&3,-7,-16&-10,-7&-18
O=C(O)c1ccc(N/N=C/c2c(F)cccc2Cl)cc1,.,-4,-2.0,-4,-14,82*,75*
N#C[C@@H]1[C@@H](c2ccc(C#CC3CCCCC3)cc2)[C@H](CO)N1C(=O)Nc1ccc(F)cc1,.,-9,1.4,-8,-1,.,-16
CCOc1ccc(C(=O)CCC(=O)NCC(=O)Nc2c(C)cccc2C)cc1,-5,-2,-4.6,-29,-1,-16,-4
COc1cccc(C2Nc3cccc4cccc(c34)N2)c1,.,-4,2.7,-3,-9,19,4
CCCCCCN1C[C@H](n2cc(-c3ccc(F)cc3)nn2)[C@@H](O)C[C@@H]1c1ccc(OC)cc1,3,6,-5.2,-12,-3,-29,7
COc1ccc(COCC23N=C4SCCCN4[C@H](c4ccccc4O2)[C@H]3CO[Si](C)(C)C(C)(C)C)cc1,.,20,2.0,.,.,60,-8
Cc1nn(C)c(Oc2ccccc2)c1CCNS(=O)(=O)c1ccccc1,48,.,.,.,4,15,.
CN1C2CCC1CC(NC(=O)CSCc1ccc(Cl)cc1Cl)C2 (stereo not given),.,16,-0.1,1,-9,0,10
CCn1cc(S(=O)(=O)N2CCN(Cc3cccc(Cl)c3)CC2)cn1,.,.,-0.8,-12,-5,-1,6
Cn1ccsc1=NC(=O)c1ccc([N+](=O)[O-])o1,-9,-6,-2.3,10,0,.,-8
CCCCc1ccc(NC(=O)CN2C(=O)C3CCCCC3C2=O)cc1 (stereo not given),.,-1,5.0,-17,-15,-24,-16
NS(=O)(=O)c1ccc(NC(=O)CN2C(=O)CCC2=O)cc1,0,2,-0.9,-8,5,-10,0
CCN1CCN(c2nc(-c3ccc(F)cc3)cc(=O)[nH]2)CC1,-3,?,2.0,3,5,0,-2
COc1ccccc1-c1cnc2c(c1)C(=O)N([C@@H](C)CO)C[C@@H](C)[C@@H](CN(C)C(=O)CC1CC1)O2,17[16.7 µM],-4,0.9,-10,-12,.,3
C[C@H](CO)N1C[C@H](C)[C@H](CN(C)Cc2ccc(C(=O)Nc3ccccc3N)cc2)Oc2c(NC(=O)c3cnccn3)cccc2C1=O,.,1,3.0,16,-9,14,.
CC1CCN(C(=O)CN(c2ccc3c(c2)OCCO3)S(=O)(=O)c2ccccc2)CC1,104*,6,0.9,6,3,-36,-17
C[C@H]1CN([C@@H](C)CO)C(=O)Cc2cc(NC(=O)CCN3CCOCC3)ccc2O[C@H]1CN(C)S(C)(=O)=O,2[16.7 µM],1,-1.3,15,.,-14,7
Cc1ccc(-c2ccc3c(c2)O[C@H](CN(C)Cc2cccc(C(=O)O)c2)[C@H](C)CN([C@H](C)CO)S3(=O)=O)cc1,20[16.7 µM],14,2.7,47,.,.,4
O=C(c1ccc(Cl)c([N+](=O)[O-])c1)N1CCCc2ccccc21,-7,-3,-2.5,1,3,-8,-25
COc1cccc(NC(=O)Nc2ccc3c(c2)C(=O)N(C)[C@H]2CC[C@H](CC(=O)O)O[C@@H]2CO3)c1,29[16.7 µM],2,5.1,9,-2,-11,5
C[C@@H](NC(=O)C[C@@H]1C=C[C@@H](NC(=O)C2CCC2)[C@H](CO)O1)c1ccccc1,.,-8,-1.2,-1,-24,-9,-7
CC(=O)Nc1ccc(S(=O)(=O)NCC(=O)OCC(=O)NCCc2ccccc2)cc1,0,1,0.9,8,19,3,-6

# Part of the list above, with values under each structure.
# Values run as follows: miR122 inh	DENV2 CPE	F508del corr	INS-1E GSIS act	FN deposit inh	PAX8 inh HTS	EWS-Fli block
> COc1cccc(NC(=O)Nc2ccc3c(c2)C(=O)N(C)[C@H]2CC[C@H](CC(=O)O)O[C@@H]2CO3)c1
→ 29[16.7 µM]	2	5.1	9	-2	-11	5
> C[C@@H](NC(=O)C[C@@H]1C=C[C@@H](NC(=O)C2CCC2)[C@H](CO)O1)c1ccccc1
→ .	-8	-1.2	-1	-24	-9	-7
> CC(=O)Nc1ccc(S(=O)(=O)NCC(=O)OCC(=O)NCCc2ccccc2)cc1
→ 0	1	0.9	8	19	3	-6

# Copied from above (three entries):
SMILES,miR122 inh,DENV2 CPE,F508del corr,INS-1E GSIS act,FN deposit inh,PAX8 inh HTS,EWS-Fli block
CC1CCN(C(=O)CN(c2ccc3c(c2)OCCO3)S(=O)(=O)c2ccccc2)CC1,104*,6,0.9,6,3,-36,-17
C[C@H]1CN([C@@H](C)CO)C(=O)Cc2cc(NC(=O)CCN3CCOCC3)ccc2O[C@H]1CN(C)S(C)(=O)=O,2[16.7 µM],1,-1.3,15,.,-14,7
Cc1ccc(-c2ccc3c(c2)O[C@H](CN(C)Cc2cccc(C(=O)O)c2)[C@H](C)CN([C@H](C)CO)S3(=O)=O)cc1,20[16.7 µM],14,2.7,47,.,.,4

# No enrichment for hits; overall some 3.9% were active at least once.
